Source: PubChem BioAssay
Menin MLL FP TR: inhibitors of human menin-MLL interaction, mutant MLL peptide | 270,000 tested, 0.23% active | Menin + Texas Red MLL mutant peptide, fluorescence polarization | AID 1768 | O00255 | Potency, µM (top dose mostly 61.6 µM), for inactives: top-dose FP activity change, negative = inhibition, usual class: inhibitors; active = well fitted inhibition curve with a large enough effect in the polarisation, with a control signal flat, not every such curve was filed as active; inconclusive = small, poorly fitted or top-dose-only effect, or effect the other way, or a change in a side signal; inactive = no such curve, though single readings can be large or run the other way; the % refers to the polarisation; note: potency is the fitted concentration of half-maximal effect; % of control where 0% means no effect; many of its hits are not listed in these tables
Target sequence (O00255 whole entry, looked up): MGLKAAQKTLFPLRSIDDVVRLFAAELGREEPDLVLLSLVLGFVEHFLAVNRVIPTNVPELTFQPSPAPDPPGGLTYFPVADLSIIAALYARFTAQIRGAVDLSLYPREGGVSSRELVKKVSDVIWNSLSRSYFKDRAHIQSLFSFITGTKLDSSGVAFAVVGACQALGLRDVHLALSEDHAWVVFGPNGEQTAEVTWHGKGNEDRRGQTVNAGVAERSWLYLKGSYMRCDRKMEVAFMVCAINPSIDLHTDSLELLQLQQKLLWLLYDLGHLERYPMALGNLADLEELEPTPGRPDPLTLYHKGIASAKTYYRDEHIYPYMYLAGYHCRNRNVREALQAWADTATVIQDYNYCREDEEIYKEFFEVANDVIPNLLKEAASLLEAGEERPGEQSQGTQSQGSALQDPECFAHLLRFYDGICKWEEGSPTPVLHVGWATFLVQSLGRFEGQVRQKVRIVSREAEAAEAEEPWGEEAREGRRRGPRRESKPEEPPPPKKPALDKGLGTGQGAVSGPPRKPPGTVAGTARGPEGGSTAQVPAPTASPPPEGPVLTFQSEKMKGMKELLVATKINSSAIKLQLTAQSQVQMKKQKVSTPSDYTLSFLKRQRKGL
B2AR arrestin: recruits beta-arrestin to the human beta2-adrenergic receptor; 330,000 tested, 0.02% active; AID 492947; Potency, µM (doses to about 46.1 µM), without a hit: at the top dose activation, hits mostly activators; P07550; beta-arrestin recruitment to beta2AR, cell-based reporter;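 note: potency is the fitted concentration of half-maximal effect; 0% = DMSO controls and full agonism = EC100 isoproterenol or metaproterenol; nearly all actives have a fitted effect of over 65% in size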
GALK inh: blocks human galactokinase activity; P51570; Purified GALK, Kinase-Glo residual ATP luminescence; Potency, µM (series often up to 57.5 µM), for the others: top-dose activity change, negative = inhibition, most hits filed as inhibitors; 270,000 tested, 0.007% active; note: potency is the fitted concentration of half-maximal effect; % is set by controls: 0 for no effect and ±100 for the full control effect
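Quantitative HTS: GALK 5 nM, ATP 35 uM, galactose 100 uM, 1 h room temperature, then luciferase-based ATP detection.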
PTAP TSG101 blk: blocks PTAP/TSG101 interaction to inhibit HIV-1 budding; AID 493005; Fluorescence polarization, FITC-PTAP peptide / Tsg101 binding; Q99816; 340,000 tested, under 10 active; Potency, µM (highest dose often 115 µM), for inactives: top-dose activity change, negative = inhibition, usual class: inhibitors; active = well fitted inhibition curve with a large enough effect in the main read-out, with a control signal flat, not every such curve was filed as active; inconclusive = small, poorly fitted or top-dose-only effect, or effect the other way, or a change in a side signal; inactive = no such curve, though single readings can be large or run the other way; note: potency is the fitted concentration of half-maximal effect; % of control where 0% means no effect
Target sequence (Q99816 whole entry, looked up): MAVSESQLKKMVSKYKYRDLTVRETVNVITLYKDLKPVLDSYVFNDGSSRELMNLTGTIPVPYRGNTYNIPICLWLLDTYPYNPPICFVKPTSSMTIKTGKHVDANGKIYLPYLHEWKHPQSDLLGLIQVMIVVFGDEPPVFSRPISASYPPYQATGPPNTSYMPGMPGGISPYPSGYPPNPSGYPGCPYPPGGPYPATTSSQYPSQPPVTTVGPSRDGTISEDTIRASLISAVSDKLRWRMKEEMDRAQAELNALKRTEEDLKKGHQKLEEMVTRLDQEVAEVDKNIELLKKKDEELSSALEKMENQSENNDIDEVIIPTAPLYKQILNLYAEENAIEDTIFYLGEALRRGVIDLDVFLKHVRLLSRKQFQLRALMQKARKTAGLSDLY
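Fluorescence anisotropy tracks displacement of a FITC-tagged PTAP peptide (50 nM) from the Tsg101 binding domain (10 uM), following a 20 min room-temperature incubation at pH 7.5.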
BCR signal inh: inhibitors of chronic active B-cell receptor signaling | ABC-DLBCL IkBa-CBG/CBR reporter, luminescence ratio, 4 h | Potency, µM (doses to about 46.1 µM), for inactives: at the highest dose ratio change, negative = lower green/red ratio, usual class: inhibitors | 340,000 tested, 0.05% active | AID 493014; active = well fitted inhibition curve with a large enough effect in the signal ratio, with a control signal flat, not every such curve was filed as active; inconclusive = small, poorly fitted or top-dose-only effect, or effect the other way, or a change in a side signal; the % refers to the signal ratio;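 note: potency is the fitted concentration of half-maximal effect; plate controls were basal doxycycline-induced cells for no effect and cells given 10 µM MG132 for full effect; MG132 reads +100%, hits lower the ratio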
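Doxycycline induced both beetle luciferases in TMD8 lymphoma cells; IKK-driven degradation limits the IkappaBalpha-fused green signal, while red luminescence normalises for cell number and nonspecific effects. Compounds tested up to 46 uM, 4 hrs.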
a7 integrin act: integrin-mediated muscular dystrophy alleviation activation | alpha7betagal myoblasts, beta-gal FDG fluorescence, 48 h | Potency, µM (series often up to 38.3 µM), inactives show at the highest dose activation, hits mostly activators | AID 624291 | 350,000 tested, 0.064% active;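 note: potency is the fitted concentration of half-maximal effect; 100% = response of the positive control SU9516; nearly all actives have a fitted effect of over 60% in size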
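Alpha7betagal+/- myoblasts (passage 13) were plated 16-24 hr, then exposed to compounds (1:260 dilution of DMSO stock) for 48 hours at 37C. After MPER lysis, β-galactosidase reporter activity was read as FDG fluorescence (ex 480/em 540) after 30 minutes.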
Coupling enz: inhibits coupling enzyme system, counter-screen for aldolase hits | activity change, negative = inhibition, % at 58.2 µM, hits read low | coupling enzyme system counterscreen, AmpLite Red fluorescence | 290,000 tested, 0.67% active; in the data active = activity change below about -30%; note: % is set by controls: 0 for no effect and ±100 for the full control effect
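Counterscreen lacking aldolase: glyceraldehyde-3-phosphate coupling-enzyme reagent preincubated 10 min at RT with compound (at 57.5 uM final), then substrate/coupling system with AmpLite Red added; fluorescence read at 525/598 nm after 20 min RT.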
Tb PFK block: inhibitors of T. brucei phosphofructokinase; O15648; T. brucei PFK, ADP-Glo luminescence; Potency, µM (doses to about 57.5 µM), without a hit: at the highest dose activity, negative = inhibition, most hits filed as inhibitors; 330,000 tested, 0.17% active;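 note: potency is the fitted concentration of half-maximal effect; 0% = uninhibited 1x PFK enzyme wells and -100% = no-enzyme wells; nearly all actives have a fitted effect of over 60% in size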
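In TEA buffer at pH 8.0 with 5 mM MgCl2, enzyme (1.25 nM) converted F6P (0.5 mM) and ATP (0.1 mM) for 45 min at room temperature. ADP product was read by luciferase luminescence.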
S-ASM inh: inhibitors of human secretory acid sphingomyelinase; P17405; placental ASM, HMU-PC fluorogenic substrate, 60 min; Potency, µM (series often up to 57.5 µM), without a hit: top-dose activity change, negative = inhibition, most hits filed as inhibitors; 340,000 tested, 0.006% active; note: potency is the fitted concentration of half-maximal effect
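Fluorogenic HMU-PC substrate (9 uM final) is turned over by placental ASM in 60 min at 37 C after a 10 min compound preincubation. Reaction ended by alkaline stop (pH 10), with fluorescence read at 386/447 nm.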
PKM2 act: activators of human pyruvate kinase M2; 260,000 tested, 0.34% active; purified PKM2, Kinase-Glo ATP luminescence, activation; response scale: 0% is enzyme alone, no compound; P14618; Potency, µM (top dose mostly 57.5 µM), without a hit: at the top dose activation, most hits filed as activators; note: potency is the fitted concentration of half-maximal effect; % is set by controls: 0 for no effect and ±100 for the full control effect; nearly all actives have a fitted effect of over 55% in size
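hPK-M2, >95% pure; 0.1 mM ADP / 0.5 mM PEP final; imidazole pH7.2 buffer w/ 7 mM MgCl2, 50 mM KCl; 1 h RT; Kinase-Glo lum. Intermediate enzyme activity for dual inhibitor/activator qHTS.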
Giardia killer: kills Giardia lamblia; Giardia lamblia trophozoite viability; activity change, % at 7.66 µM, hits read low; 340,000 tested, 0.15% active; AID 540267; in the data active = activity change below about -80%; inconclusive = between about -30% and that limit;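 note: parasites exposed to compound for two days anaerobically before the ATP read; % is set by controls: 0 for no effect and ±100 for the full control effect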
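ATP-content bioluminescence gauges trophozoite survival. Cells (100/well) receive compound and incubate anaerobically for 48 hrs at 37 deg C; detection reagent follows for 15-30 min at room temperature.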
Starred values were filed as active, the others as inactive; ? = inconclusive; · = not tested or not shown; [ ] = another dose, or the depositor's remark. Unless noted, calls come from the whole dose curve; as a rule, active = well fitted curve in the direction sought with a large enough effect; inconclusive = small, poorly fitted or top-dose-only effect, or another doubt; inactive = no such curve, though single readings can be large; an effect the other way counts as inactive or inconclusive. Only part of the results is shown (hit frequency here may not be typical).

SMILES	Menin MLL FP TR	B2AR arrestin	GALK inh	PTAP TSG101 blk	BCR signal inh	a7 integrin act	Coupling enz	Tb PFK block	S-ASM inh	PKM2 act	Giardia killer
Cc1cc(C(=O)Nc2c(F)cc(F)cc2Br)cs1	·	-0.8%	5%	-2%	1%	4%	·	0%	1%	-8%	16
CCn1nc(C)c(/C=C/C(=O)Nc2ccc(C)cc2C)c1C	-8%	-0.7%	-1%	-2%	-6%	23%	3	0%	4%	3%	14
Cc1ccccc1C(=O)c1cn[nH]c1-c1ccccc1O	-13%	-0.5%	8%	0%	-12%	12%	1	-1%	-1%	·	16
COc1ccc(CCNC(=O)c2cc3sc(Cl)cc3n2C)cc1OC	-4%	-0.1%	-2%	-3%	?	11%	-7	-1%	-7%	2%	-5
COc1ccc(NC(=O)COc2ccccc2C)cc1S(=O)(=O)N1CCCCC1	·	0.2%	·	-1%	?	9%	·	0%	-2%	·	7
COC(=O)Cn1nnc(-c2cccc(OC)c2)n1	-1%	0.5%	7%	-4%	?	-11%	3	-2%	-2%	2%	-1
N#CCSc1nnc(-c2c[nH]c3ccccc23)o1	·	-0.7%	-2%	-1%	1%	-36%	·	-13%	4%	-10%	4
CN(CC(=O)Nc1ccccc1Cl)C(=O)COC(=O)C1CC1	·	0.0%	·	-3%	-2%	-23%	·	0%	3%	·	5
CC(=O)Nc1ccccc1C(=O)N1CCN(Cc2ccccc2)CC1	-10%	0.4%	-1%	-2%	-10%	?	-2	-3%	4%	9%	-8
CCN(CC)C1CCN(C(=O)c2cc(COc3cccc4cccnc34)on2)C1 (stereo not given)	-9%	-0.3%	·	3%	-3%	17%	3	0%	-2%	14%	-4
COC(CNc1cc(=O)oc2ccccc12)OC	10%	-0.3%	-3%	-3%	-3%	-10%	0	4%	3%	4%	-11
CCOc1nc2cnccc2n(CC(=O)Nc2ccc(C)c(C)c2)c1=O	·	-0.1%	-3%	5%	-8%	?	·	0%	-2%	·	0
O=C(CCN1C(=O)c2ccccc2S1(=O)=O)NCc1ccccc1	·	-0.4%	·	-3%	5%	13%	·	-1%	-1%	·	19
CCCCn1c(N)c(N(CC(C)C)C(=O)C2=NN(c3cc(C)ccc3C)C(=O)CC2)c(=O)[nH]c1=O	·	-3.5%	·	-4%	6%	0%	·	3%	7%	·	7
Cc1ccc(NC(=O)c2noc(C(C)C)c2[N+](=O)[O-])cc1	8%	-0.3%	-2%	-1%	-16%	-12%	2	2%	-1%	2%	-2
O=c1nc(N/N=C/c2c[nH]c3ccccc23)cn[nH]1	·	-0.6%	·	-9%	-18%	-1%	0	-6%	-2%	8%	-8
Cc1cccc(C)c1NC(=O)COC(=O)CN1C(=O)C2CCCCC2C1=O (stereo not given)	·	-0.9%	·	0%	?	5%	·	-1%	-1%	·	16
CCCCn1nc(NC(=O)COC)c2cc3cc(OC)ccc3nc21	15%	-0.3%	1%	-4%	?	-22%	-6	10%	·	·	0
OCCCc1cn(Cc2ccccc2)c2ccccc12	-7%	0.1%	3%	2%	-2%	-27%	0	1%	2%	0%	-3
COc1cccc(C(=O)Nc2cccnc2)c1	0%	0.1%	2%	-1%	?	-13%	0	-11%	3%	1%	-21
Cn1c(C(=O)NCc2ccco2)cc2c(=O)[nH]c3ccccc3c21	-14%	0.2%	2%	-4%	4%	13%	-2	-1%	9%	26%	48[activator]
Cc1ccc(-n2ncc3c(=O)n(CC(=O)NCc4ccco4)cnc32)cc1	0%	-0.7%	0%	-5%	15%	-15%	0	-3%	4%	-1%	20
Cc1ccc(S(=O)(=O)CCCS(=O)(=O)c2ccc(C)cc2)cc1	7%	-0.6%	-2%	0%	2%	20%	6	6%	0%	1%	-14
CCn1c(CSCc2c(Cl)cccc2Cl)n[nH]c1=S	-22%	0.2%	-6%	-4%	-13%	-9%	0	-5%	-1%	-13%	-3
COc1ccccc1NS(=O)(=O)c1cc(NC(C)=O)ccc1N1CCCCC1	21%	-0.3%	8%	-4%	-5%	9%	0	-6%	-9%	0%	13
Next records follow.
SMILES	Menin MLL FP TR	B2AR arrestin	GALK inh	PTAP TSG101 blk	BCR signal inh	a7 integrin act	Coupling enz	Tb PFK block	S-ASM inh	PKM2 act	Giardia killer
COc1ccc(-c2nc(NC(=O)Cn3ccc(C(F)(F)F)n3)sc2C)cc1	22%	-0.9%	0%	0%	?	1%	-4	-3%	-12%	-4%	-1
CCOC(=O)c1sc(=NC(=O)c2cccc(OC)c2)n(C)c1C	7%	-0.2%	-2%	0%	-3%	?	3	4%	-2%	5%	-4
O=C1C=C(c2ccc3c(c2)OCO3)C[C@@H](c2ccc3c(c2)OCO3)C1	·	2.8%	·	·	-1%	5%	·	-2%	-1%	·	-17
Cn1cc(S(=O)(=O)N2CCCC2)cc1C(=O)NCc1ccccc1	1%	-0.8%	·	1%	0%	-24%	1	-9%	1%	-1%	18
O=C(CSCc1ccc(C(=O)O)cc1)Nc1ccc2ccccc2c1	·	0.0%	1%	0%	?	7%	2	-1%	0%	1%	27
Cc1ccc(-c2nn(C)c(=O)c3ccccc23)cc1CN1CCCCC1	·	3.0%	-3%	-3%	-26%	-18%	1	19%	-2%	5%	-5
Cc1ccc2c(c1)C1CN(C)CCC1N2Sc1ccccc1[N+](=O)[O-] (stereo not given)	·	-0.2%	-3%	-5%	?	-52%[inhibitor]	-24	2%	-6%	3%	6
CCOC(=O)N1CCC(=NNC(=O)c2ccc(O)cc2)CC1	2%	-0.8%	-1%	0%	?	?	0	0%	1%	-3%	-2
COc1ccc(S(=O)(=O)N2CCN(CCC(=O)Nc3ccc(F)cc3)CC2)cc1	10%	-0.7%	·	0%	-22%	-13%	3	0%	0%	7%	10
COc1ccccc1-c1cc(C(=O)Nc2ccc(F)cc2F)no1	11µM*	0.4%	-1%	·	?	12%	-4	0%	-2%	0%	-2
COc1ccc(-c2noc(CCC(N)=O)n2)cc1OC	1%	-0.2%	1%	-2%	8%	1%	2	-1%	-1%	-2%	-3
CCCCN(Cc1ccccc1)c1ncnc2nc[nH]c12	8%	0.3%	-1%	-5%	-1%	8%	5	-2%	-2%	-6%	2
O=C(CNS(=O)(=O)c1ccc(Br)cc1)N1CCOCC1	-9%	0.2%	0%	-6%	-9%	3%	3	-3%	4%	4%	-12
Cc1cccc(OCc2nnc(SCC(=O)Nc3ccc(C)c(C)c3)o2)c1	7%	-0.1%	-2%	1%	?	2%	-3	-5%	-2%	1%	-2
C=CCn1c(O)c(CN2CCOCC2)c(C)c(C#N)c1=O	2%	-0.1%	8%	-10%	1%	5%	-31*	4%	5%	0%	-2
Nc1nc(-c2ccccc2)c(N=Nc2cccnc2)s1	?	0.1%	-1%	-6%	?	8%	-4	0%	-18%	0%	-6
COc1ccc(CCNC(=S)NC(=O)c2cc(OC)c(OC)c(OC)c2)cc1OC	·	0.3%	7%	-1%	?	0%	2	2%	-1%	-1%	-3
Cc1ccc(NC(=O)Cc2cn(C)c3ccccc23)cc1F	24%	-0.1%	0%	-3%	1%	?	-1	-7%	-14%	-1%	18
CCOC(=O)c1c(-n2cnnn2)sc(C)c1C	30%	0.2%	0%	-5%	?	18%	-2	-15%	4%	2%	13
CCOc1ccccc1NC(=O)CSc1nnc(CNC(=O)c2c(F)cccc2Cl)o1	·	-0.4%	-4%	0%	-20%	?	·	2%	1%	·	-4
COc1cccc(-c2csc(N3CCN(C(=S)NCC(C)C)CC3)n2)c1	?	-0.8%	·	-8%	0%	-14%	-1	-4%	-4%	0%	23
CCOC(=O)N1CCN(C2OC(=O)c3ccccc32)CC1 (stereo not given)	7%	-0.2%	0%	-6%	-6%	23%	0	1%	3%	-3%	-11
COCC(=O)NCCNc1nc2ccc(C)cc2cc1C	7%	0.1%	-1%	-1%	?	13%	2	-1%	4%	6%	-8
COc1ccccc1N1CCN(C(=O)CSc2nnc(NC(=O)c3ccco3)s2)CC1	-14%	-0.1%	0%	-1%	3%	7%	5	-3%	1%	-2%	1
Oc1ccc2nnc3c(Br)cnn3c2c1	-3%	-0.9%	·	?	?	28%	-1	10%	66%[activator]	·	-7
COc1ccc(NC(=S)Nc2ncccc2C)cc1OC	8%	-0.2%	-1%	-5%	?	4%	0	-1%	5%	-14%	-22
CCn1c(C)nc2cc(S(=O)(=O)Nc3ccc(C)cc3)ccc21	-9%	0.4%	6%	-4%	0%	-8%	-2	-3%	0%	-15%	16
O=S(=O)(c1ccc(-c2ccon2)s1)N1CCOCC1	·	0.2%	0%	0%	0%	3%	0	0%	-3%	13%	10
CCCCn1c(N)c(N(CC(C)C)C(=O)c2ccc(-n3c(C)ccc3C)cc2)c(=O)[nH]c1=O	·	-0.1%	·	-1%	-2%	0%	·	-1%	1%	·	-24
